Pf apPOL inh: Pf-apPOL DNA polymerase inhibition. Recombinant Pf-apPOL, molecular beacon fluorescence, 1.5 h. inhibition, % at 10 µM. 210,000 tested, 0.25% active
mHTT CaM bind: disrupts binding of mutant huntingtin to calmodulin | P42858 | AlphaScreen His-mHTT/GST-CaM binding, luminescence | inhibition, % at 15 µM | 190,000 tested, 3.6% active | AID 1671202;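 note: 0% = both proteins with DMSO and 100% = one protein alone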
Starred values were filed as active, the others as inactive; nt = not tested or not shown; & = joins results of further samples. Cut-off read from the data, not from the text of the source: active = inhibition above about 50%; inactive = the rest.

SMILES | Pf apPOL inh | mHTT CaM bind
COc1ccc(NC(=O)C2CCN(c3cnn(C)c(=O)c3)CC2)c(OC)c1 | -4.5 | 36.1
C=C1c2cc(C)cc(C)c2NC(=O)N1CC | -9.6 | 2.5
Cc1nn(CC(=O)Nc2ccc(Br)c3cccnc23)c(=O)c2ccccc12 | -2.6 | 4.0
O=C(Nc1c2c(nn1-c1cccc(Cl)c1)CS(=O)(=O)C2)c1cccc(Cl)c1 | -5.4 | 3.0
COc1ccc(Oc2nccnc2N2CCC(C(=O)Nc3ccccc3F)CC2)cc1 | -4.8 | -10.6
Cc1ccccc1C(=O)N1CCN(c2cc(Oc3ccc(F)c(F)c3)ncn2)CC1 | 1.3 | 8.1
CN(C)C(=O)CSc1nnc(-c2ccc(NC(=O)c3ccccc3F)cc2)n1C | 5.3 | 3.1
COc1cc(C2C(C(=O)Nc3cc(C)ccn3)=C(C)NC3=C2C(=O)CC(C)(C)C3)ccc1O (stereo not drawn) | 5.5 | 8.0
O=C(Cc1ccccc1)N1CCc2c(nc3cc(-c4ccccc4Cl)[nH]n3c2=O)C1 | 18.0 | 26.8
Cc1ccc(S(=O)(=O)NC(=O)Nc2ccc3c(c2)C(=O)OC3)cc1 | 10.7 | nt
COC(=O)C1=C(C)N(Cc2cccc(F)c2)C(=O)CC1c1cccc(F)c1 (stereo not drawn) | -1.9 | -11.9
CSC(=NC(=O)OC(C)(C)C)NC(=O)OC(C)(C)C | -16.8 | nt
CCOC(=O)COc1ccc2c(=O)c(-c3ccc(Br)cc3)coc2c1 | -18.3 | -4.6
Cc1cccc(NC2=C(N(C)C)C(=O)c3ccccc3C2=O)c1 | -10.1 | 18.6
Cc1ccccc1CON=c1c(C)nc2ccccc2nc1C | -6.9 | -19.0
CCOc1ccc(N2CC(c3nnc(NC(=O)COc4ccc(C)cc4)o3)CC2=O)cc1 (stereo not drawn) | -4.4 | 4.2
COc1ccc(/C=C(/NC(=O)c2ccc(Br)o2)C(=O)NN)cc1 | 13.5 | -1.0
O=C(c1ccc(SCCN2CCCCC2)nc1)N1CCCCC1 | -1.7 | 1.2
Clc1ccc(-c2cn(-c3ccc(Br)cc3)c3[n+]2CCCS3)cc1 | -134.3 | -7.6
CC1(C)CC(O)CC(C)(C)N1CC(O)COc1ccccc1Cl (stereo not drawn) | -7.0 | -2.5
O=C(Nc1ccc(N=Nc2ccccc2)cc1)c1cccc([N+](=O)[O-])c1 | -3.5 | 17.0
COc1ccc(C(=O)Nc2cccc(-c3nc4ccccc4o3)c2C)cc1[N+](=O)[O-] | -10.6 | 1.8
O=C1c2cc(S(=O)(=O)N3CCCC3)ccc2-c2ccc(S(=O)(=O)N3CCCC3)cc21 | -0.7 | 13.0
CC1Oc2ccc(-c3csc(NC(=O)c4cccc(F)c4)n3)cc2N(C)C1=O (stereo not drawn) | -3.3 | 1.6
O=[N+]([O-])c1ccc(C2Nc3ccc(F)cc3C3C=CCC32)cc1 (stereo not drawn) | -28.9 | 91.1*

Reprinted at random: six entries already listed
SMILES | Pf apPOL inh | mHTT CaM bind
COC(=O)C1=C(C)N(Cc2cccc(F)c2)C(=O)CC1c1cccc(F)c1 (stereo not drawn) | -1.9 | -11.9
Cc1ccccc1C(=O)N1CCN(c2cc(Oc3ccc(F)c(F)c3)ncn2)CC1 | 1.3 | 8.1
Cc1ccc(S(=O)(=O)NC(=O)Nc2ccc3c(c2)C(=O)OC3)cc1 | 10.7 | nt
CCOc1ccc(N2CC(c3nnc(NC(=O)COc4ccc(C)cc4)o3)CC2=O)cc1 (stereo not drawn) | -4.4 | 4.2
O=C(Nc1ccc(N=Nc2ccccc2)cc1)c1cccc([N+](=O)[O-])c1 | -3.5 | 17.0
Cc1ccccc1CON=c1c(C)nc2ccccc2nc1C | -6.9 | -19.0

Additional records follow:
SMILES | Pf apPOL inh | mHTT CaM bind
Cc1ccc(CNC(=O)c2cc3ccncc3[nH]2)cc1 | -10.8 | 3.8
CC(C)(C(=O)Oc1ccc(Cl)cc1)S(=O)(=O)c1ccc(C(F)(F)F)cn1 | -5.9 | nt
Cc1cc2c(=O)n(Cc3ccco3)c(SCC(=O)c3ccc(F)cc3)nc2s1 | -11.6 | -0.7
COc1ccc2nc(-c3ccccc3)n(C)c2c1OC | -8.7 | -5.7
Cc1ccc(NC(=O)c2cc(S(=O)(=O)N3CCN(c4ccccn4)CC3)ccc2F)cc1 | 31.8 | 5.0
CCOc1ccc(CN2CCN(C(=O)c3ccncc3)CC2)cc1 | -4.4 | 2.5
CCCCC(=O)Nc1nnc2ccccn12 | -2.9 | 7.7
O=c1[nH]nc(SCc2csc(-c3ccccc3)n2)n1Cc1ccco1 | -15.1 | nt
O=c1c2c(nc(SCc3ccccc3F)n1-c1ccccc1)CCS2 | -13.9 | -7.0
Cc1cc(NC(=O)Cn2cc(-c3nc(-c4cnccn4)no3)ccc2=O)no1 | 1.3 | -9.3
COc1ccc(-c2n[nH]c(C)c2NC(=O)C2CCCCC2)cc1OC | 2.5 | 7.1
O=C(NCCN1CCOCC1)C1CCN(S(=O)(=O)N2CCC3(CC2)OCCO3)CC1 | -17.8 | -1.0
Fc1ccc(CN2CCC(N3CCCCC3)CC2)cc1 | 1.7 | -6.8
CCNC(=O)NCCC(O)C(C)(C)C (stereo not drawn) | -2.7 | -7.7
Cc1oc(C2CCN(S(=O)(=O)CCc3ccccc3)CC2)nc1C(=O)N1CCCCC1 | 4.4 | 6.4
COc1ccc(CCN2CC(C(=O)NC(C)C)CC2=O)cc1OC (stereo not drawn) | 3.2 | -10.3
COc1ccc(N2CCN(c3cc(SCC(=O)NCc4ccccc4)ncn3)CC2)cc1 | -3.3 | 12.2
C=CC[n+]1ccc2ccccc2c1 | nt | -6.6
COc1ccc(Cl)cc1C(=O)NCCNC(=O)c1cc(Cl)ccc1OC | 0.7 | -3.3
O=C1NCC(COCc2ccccc2)O1 (stereo not drawn) | -3.6 | 2.5
COc1cc(OC)cc(C2=Cc3ccccc3C(CC(C)=O)N2c2ccc(-c3cncnc3)cc2)c1 (stereo not drawn) | -3.1 | 50.1*
Cc1ccccc1N1C(N)=C(C#N)C(c2ccc(F)cc2)C2=C1CCCC2=O (stereo not drawn) | -0.3 | 9.0
O=C(C1CCN(c2nc3cccnc3s2)CC1)N1CCCC1 | -3.1 | -4.8
CCCC(=O)Nc1ccc2c(c1)CC(C(=O)NCC1CCCCC1)CO2 (stereo not drawn) | 1.9 | -7.8
COc1ccc(-c2cc3c(c4c2ccn4C)C2CCC3C2)cc1 (stereo not drawn) | -4.7 | 48.4

(more compounds)
SMILES | Pf apPOL inh | mHTT CaM bind
CNC(=O)NNC(=O)c1csc(Cc2c(Cl)sc3ccc(Cl)cc23)n1 | -10.2 | nt
COc1ccc(C(=O)CCCSc2nnnn2-c2ccccc2)c(OC)c1 | -7.7 | -32.6
COc1cc(OC)c(NC(=O)c2ccc(-c3ccccc3)cc2)cc1Cl | -8.4 | -4.9
COc1ccc(-c2c(C)oc3cc(OS(C)(=O)=O)ccc3c2=O)cc1OC | -5.8 | 10.5
C=CCc1cc(/C=C2\SC(NC(C)=O)=NC2=O)cc(OCC)c1O | -5.2 | 16.0
CCNC(=O)c1cncc(-c2c(C)cccc2C)c1 | 0.7 | -2.7
CC(C)(C)c1cc(-c2cc(C(C)(C)C)c(O)c(C(C)(C)C)c2)cc(C(C)(C)C)c1O | -5.1 | nt
O=C1CN(C(=O)c2c(F)cccc2Cl)C(c2ccccc2)c2cc(Cl)ccc2N1 (stereo not drawn) | -1.8 | 26.0
O=C(Nc1ccc(-c2nc3ccccc3s2)cc1)c1cccc2c1OCCCO2 | 1.1 | nt
CCC1C(=O)N=C(SCC(=O)Nc2ccc(Br)cn2)NC1=O (stereo not drawn) | 2.0 | -4.0
N#CSC(C#N)Cc1ccc([N+](=O)[O-])cc1 (stereo not drawn) | -0.6 | 59.9*
COc1ccc(C(=O)NCCn2cc(SCC(=O)Nc3ccc(F)cc3)c3ccccc32)cc1 | -0.9 | 6.0
Cc1ccc(NC(=O)Nc2nc(C(=O)N3CCN(C(=O)c4ccco4)CC3)cs2)cc1 | -2.0 | 15.8
O=C(NCc1ccncc1)c1cccc(N2CCNC(c3ccccc3)C2)n1 (stereo not drawn) | -12.8 | 0.6
COc1ccc(S(=O)(=O)N2CCc3c(nc4cc[nH]n4c3=O)C2)cc1Cl | 2.6 | -5.3
CC(C(=O)Nc1ncn[nH]1)N1C(=O)c2ccccc2C1=O (stereo not drawn) | -7.7 | 0.0
O=C(Nc1nc2ccccc2s1)C1CCN(c2ncnc3c2nc2n3CCCCC2)CC1 | -3.2 | 23.8
CCCc1cc(C2CCCN2Cc2ccc(OC)c(OC)c2OC)no1 (stereo not drawn) | 3.2 | -3.1
Cc1nc(-c2ccc(F)cc2)sc1CCNC(=O)Oc1ccccc1 | -6.5 | -21.7
OCC(O)(c1ccccc1)c1ccccc1 | -5.1 | -1.9
c1ccc(-c2ccccn2)nc1 | -5.1&-5.9 | nt
CCc1c(C)sc(NC(=O)c2cc(Cl)ccc2OC)c1C(N)=O | -3.0 | -3.9
O=C(c1ccccc1)c1ccc(OCCCN2CCOCC2)cc1 | -12.0 | -2.8
CCCCN(CC)C(=O)C1c2cc(OC)c(OC)cc2C(=O)N(C)C1c1ccc(OC)cc1 (stereo not drawn) | -12.0 | 5.0
S=c1nccc(-c2cccs2)[nH]1 | 6.4 | nt

Other compounds.
SMILES | Pf apPOL inh | mHTT CaM bind
Cc1ccc(NC(=O)C2OC3OC(C)(C)OC3C3OC(C)(C)OC23)cc1Cl (stereo not drawn) | -3.9 | -2.4
COc1ccccc1C1Oc2ccccc2C2=C1C(c1ccc(C)cc1)n1ncnc1N2 (stereo not drawn) | -0.7 | 15.0
Cc1cc(NC(=O)CN2C(=O)CC(c3ccccc3)=Nc3cccnc32)ccc1F | 4.2 | -3.7
Cc1cc(C2CCCN2C(=O)c2cc(-c3ccccc3Cl)on2)no1 (stereo not drawn) | 0.4 | -7.7
CCOC(=O)C(=O)NCCC1=CCCCC1 | -6.7 | -1.8
COc1ccc(OCCCCOc2ccccc2[N+](=O)[O-])cc1 | -5.9 | -4.4
c1ccc(COc2ccc(CN3CCN(c4ncccn4)CC3)cc2)cc1 | 4.9 | 5.9
CC1(C)CCc2cc(S(=O)(=O)NCc3ccc(S(N)(=O)=O)cc3)ccc2O1 | -2.2 | nt
CCOc1ccc(N2CC(C(=O)Nc3ccccc3C(F)(F)F)CC2=O)cc1 (stereo not drawn) | -4.3 | 5.2
CC1(C)C2CCC1(C(=O)O)C(=O)C2=O (stereo not drawn) | -2.0 | 4.5
CC1(C)CSC(=NC2CCCCC2)N1 | -14.2 | nt
c1cc(N2CCCCCC2)ncc1-c1noc(CN2CCCC2)n1 | 0.8 | 15.8
O=C(NCc1ccc(F)cc1)C1CCCN(S(=O)(=O)c2ccc(Br)s2)C1 (stereo not drawn) | -5.1 | -4.0
Cc1cc(OCC(=O)NCc2ccccn2)ccc1Cl | 6.8 | 0.0
O=C(c1ccc(-c2cncnc2)nc1)N1CCN(c2ccc(Cl)cc2)CC1 | -4.3 | 3.0
CCCn1cnc2c(cnn2-c2ccccc2)c1=O | -11.8 | 0.6
CCN(CC)c1ncc2c(n1)CCC(C(=O)NCc1ccc(F)cc1Cl)C2 (stereo not drawn) | -5.4 | -9.4
N#CCSc1nc2c(sc3ccccc32)c(=O)n1CCc1ccccc1 | -3.5 | -4.0
c1coc(CN2CCC(Nc3ncnc4c3CCC4)C2)c1 (stereo not drawn) | 5.2 | 13.0
O=C(Nc1ccc(F)c(F)c1)c1cc(S(=O)(=O)N2CCCCC2)ccc1F | 1.8 | -1.0
CC1CCCN(S(=O)(=O)c2ccc(F)c(C(=O)NCc3cccnc3)c2)C1 (stereo not drawn) | -2.7 | 2.0
O=C(NCc1ccco1)c1ccc2c(c1)OCO2 | -4.2 | 4.7
CC12CCC(C(=O)N(c3cccc4ccccc34)C1=O)C2(C)C (stereo not drawn) | -4.8 | 4.5
CN(C)C=C(C#N)C(=O)Nc1ccccn1 | -2.7 | nt
O=C(CSc1cn(Cc2cccc(F)c2)c2ccccc12)N1CCOCC1 | -6.8 | 20.0

Two of these compounds in a different format.
Every second line gives: Pf apPOL inh	mHTT CaM bind
Cc1ccc(NC(=O)C2OC3OC(C)(C)OC3C3OC(C)(C)OC23)cc1Cl (stereo not drawn)
→ -3.9	-2.4
c1cc(N2CCCCCC2)ncc1-c1noc(CN2CCCC2)n1
→ 0.8	15.8

Given as labelled records: entries from further up.
> O=C(c1ccc(-c2cncnc2)nc1)N1CCN(c2ccc(Cl)cc2)CC1
  Pf apPOL inh = -4.3 | mHTT CaM bind = 3.0

> CCCn1cnc2c(cnn2-c2ccccc2)c1=O
  Pf apPOL inh = -11.8 | mHTT CaM bind = 0.6

> CCN(CC)c1ncc2c(n1)CCC(C(=O)NCc1ccc(F)cc1Cl)C2 (stereo not drawn)
  Pf apPOL inh = -5.4 | mHTT CaM bind = -9.4

New compounds follow:
SMILES | Pf apPOL inh | mHTT CaM bind
Oc1cccnc1-c1ccccc1 | 6.4 | 4.3
Cc1ccc(N2CCN(Cc3nc4ccccc4[nH]c3=O)CC2)cc1 | -1.4 | -5.1
CC1CC(C)CN(CC(O)COc2ccccc2Br)C1 (stereo not drawn) | -3.4 | -0.3
O=S(=O)(NCc1ccccc1Cl)c1c[nH]c2ncccc12 | -0.5 | -11.1
COc1cccc(CNC(=O)c2cn3ccc(C)cc3n2)c1 | 2.0 | -1.1
N#C/C(=C\C=C\c1ccccc1[N+](=O)[O-])c1nc(-c2ccc3c(c2)OCO3)cs1 | -0.4 | 7.3
CCCc1cc(C2CCCN2Cc2cn[nH]c2-c2cc(OC)ccc2OC)no1 (stereo not drawn) | -6.5 | 16.7
O=C1c2ccccc2C(=O)N1CNc1ccc(Br)cc1 | -1.1 | 1.0
O=C(c1ccc2ncnc(N3CCCC3)c2c1)N1CCOCC1 | -0.9 | -1.8

Source: PubChem (University of Kansas High Throughput Screening Laboratory)
